Screening data from PubChem BioAssay.
HUVEC tox IL1B – toxic to HUVEC cells under IL-1B stimulation; HUVEC cell count loss, Hoechst imaging, IL-1B stimulated; cell count reduction, % at 2 µM; actives 0.41% (n = 94,000);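 active = cell count reduction more than 3 SD above the screen-wide mean, cut at about 70% in these data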;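 note: normalized per plate to untreated control cells as the no-loss baseline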
ERa coact inh – blocks coactivator binding to human estrogen receptor alpha; P03372; TR-FRET ER-alpha LBD / SRC-1 peptide, estradiol-bound; inhibition, % at 25.6 µM; actives 1.7% (n = 86,000); AID 629; in the data active = inhibition above about 50%;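 note: 0% = receptor plus peptide control and 100% = peptide only without receptor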
Target sequence (P03372 whole entry, looked up, the tested form may be a part): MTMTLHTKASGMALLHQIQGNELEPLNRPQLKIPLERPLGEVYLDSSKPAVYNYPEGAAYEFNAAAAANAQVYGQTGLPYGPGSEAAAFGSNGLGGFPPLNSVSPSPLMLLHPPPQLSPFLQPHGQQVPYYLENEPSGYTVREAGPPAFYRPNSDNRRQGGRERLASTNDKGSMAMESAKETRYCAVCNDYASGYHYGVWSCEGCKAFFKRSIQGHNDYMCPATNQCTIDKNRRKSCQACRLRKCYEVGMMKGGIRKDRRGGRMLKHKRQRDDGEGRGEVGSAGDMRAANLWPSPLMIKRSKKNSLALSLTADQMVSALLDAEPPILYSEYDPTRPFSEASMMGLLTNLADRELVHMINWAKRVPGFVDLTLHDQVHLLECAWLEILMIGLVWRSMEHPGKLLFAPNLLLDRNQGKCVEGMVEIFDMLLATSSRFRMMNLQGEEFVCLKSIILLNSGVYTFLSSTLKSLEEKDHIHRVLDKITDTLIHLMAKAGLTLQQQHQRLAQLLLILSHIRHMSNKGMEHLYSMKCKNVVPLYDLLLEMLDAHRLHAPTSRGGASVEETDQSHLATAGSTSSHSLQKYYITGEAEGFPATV
Pyk2 oligo antag – Pyk2 (human) oligomerization antagonism. Q14289. Q293 cells, Pyk2 FERM NanoBiT luminescence; stronger effect = lower value. z-score (the deposit names both 25 µM and 10 µM). actives 0.83% (n = 99,000);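 active = Z-score of -3 or lower, scaled per plate to the spread of control and sample wells; inactive = z-score above -3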;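 note: negative z-score means lost luminescence so less FERM oligomerization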
VCAM1 TNFa inh – reduces TNF alpha induced VCAM1 expression in HUVEC; HUVEC TNFa-induced VCAM-1 immunofluorescence, high-content imaging; inhibition, % at 2 µM; actives 0.48% (n = 95,000); AID 802;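 active = inhibition above the batch mean plus 3 SD, with images confirmed as a hit by eye, cut at about 37% in these data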;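 note: 0% = TNF-stimulated DMSO wells and 100% = unstimulated control wells; not every result past the cut was called active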
HUVEC tox TNFa – HUVEC cytotoxicity counter-screen, TNF alpha stimulated; HUVEC TNFalpha-stimulated, Hoechst cell count, imaging; cell count reduction, % at 2 µM; actives 0.17% (n = 93,000);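 active = cell count reduction exceeding the screen mean by over 5 SD, scaled to untreated wells per plate, cut at about 78% in these data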;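 note: cells counted after 24 h of TNF alpha exposure following the 1 h pretreatment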
FAK inh – inhibitors of human focal adhesion kinase; AID 727; actives 0.84% (n = 97,000); biochemical FAK kinase activity assay; Q05397; inhibition, %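 (tested at 7 µM)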; in the data active = inhibition above about 19%;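 note: 0% = DMSO and 100% = reference compound high control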
PTPN22 act – activators of human LYP (PTPN22) phosphatase; actives 0.11% (n = 96,000); recombinant LYP, DiFMUP fluorescence; 0 = plate median, 100 = signal doubled; activation, % at 2 µM; Q9Y2R2; AID 697;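 active = activation at 2 µM above a set limit, the mean plus 5 SD, cut at about 37% in these data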
cytoskel mod – modifiers of cytoskeleton assembly; HUVEC TNFa F-actin phalloidin imaging, high content; inhibition, % at 2 µM; actives 0.18% (n = 91,000); AID 836;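 active = inhibition above the batch mean plus 3 SD and confirmed as a hit by visual image inspection, cut at about 30% in these data, passing the limit was not always enough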; note: strong numbers were not always called active
LYP inh 2 – blocks human PTPN22 phosphatase activity; Q9Y2R2; recombinant LYP catalytic domain, DiFMUP fluorescence; inhibition, % at 2 µM; actives 0.21% (n = 96,000);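 active = inhibition at 2 µM at or above a set limit, the screen mean plus 3 SD, cut at about 24% in these data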;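 note: 0% = DMSO with enzyme and 100% = enzyme fully blocked by orthovanadate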
The depositor's hits bear a star; · = not tested or not shown; [ ] = dose if it differs, or a comment. An unsorted share of the library, and some 3.8% of all compounds hit somewhere here.

1) CCNC(=O)NC(=O)C(C)Sc1ccc2c(c1)OCCO2 (configuration not stated)
2) Cc1ccc(-n2[nH]c(C)c(/C=N/c3ccccn3)c2=O)cc1
3) CCc1ccc2oc(=O)cc(CN3CCN(c4ccc(F)cc4)CC3)c2c1
4) COc1ccccc1N1CCN(C(=O)C2CCN(S(=O)(=O)c3ccccc3)CC2)CC1
5) O=S(=O)(c1ccccc1)N1CCN(c2nc3ccccc3s2)CC1
6) O=c1[nH]c2cc3c(cc2cc1CN(Cc1nnnn1CC1CCCO1)C1CCCCC1)OCO3 (configuration not stated)
7) COc1ccc(OC)c2[nH]c(=O)c(CCNC(=O)CC(C)C)cc12
8) O=C1/C(=C\c2cccnc2)SC(=S)N1C1CCS(=O)(=O)C1 (configuration not stated)

compound no.,1,2,3,4,5,6,7,8
HUVEC tox IL1B,-16,-11,-82,-4,-8,33,5,-20
ERa coact inh,-3,3,-8,-4,3[fluorescence artefact?],4[fluorescence artefact?],-5,·
Pyk2 oligo antag,-0.05,-0.96,-2.2,0.13,-0.52,1,-0.15,-0.16
VCAM1 TNFa inh,-1,3,-10,13,8,13,·,-16
HUVEC tox TNFa,-34,-12,-37,-8,-41,-43,·,9
FAK inh,-2,-1,-2,-1,1,5,8,-2
PTPN22 act,2,9,-7,4,4,0,-3,8
cytoskel mod,14,7,·,10,18,16,·,0
LYP inh 2,0,-10,6,-6,-3,0,7,-5

An excerpt from above in order of heavy-atom count, largest number first:
6) O=c1[nH]c2cc3c(cc2cc1CN(Cc1nnnn1CC1CCCO1)C1CCCCC1)OCO3 (configuration not stated)
4) COc1ccccc1N1CCN(C(=O)C2CCN(S(=O)(=O)c3ccccc3)CC2)CC1
3) CCc1ccc2oc(=O)cc(CN3CCN(c4ccc(F)cc4)CC3)c2c1
7) COc1ccc(OC)c2[nH]c(=O)c(CCNC(=O)CC(C)C)cc12
2) Cc1ccc(-n2[nH]c(C)c(/C=N/c3ccccn3)c2=O)cc1
1) CCNC(=O)NC(=O)C(C)Sc1ccc2c(c1)OCCO2 (configuration not stated)

compound no.,6,4,3,7,2,1
HUVEC tox IL1B,33,-4,-82,5,-11,-16
ERa coact inh,4[fluorescence artefact?],-4,-8,-5,3,-3
Pyk2 oligo antag,1,0.13,-2.2,-0.15,-0.96,-0.05
VCAM1 TNFa inh,13,13,-10,·,3,-1
HUVEC tox TNFa,-43,-8,-37,·,-12,-34
FAK inh,5,-1,-2,8,-1,-2
PTPN22 act,0,4,-7,-3,9,2
cytoskel mod,16,10,·,·,7,14
LYP inh 2,0,-6,6,7,-10,0

Next records follow:
9) S=c1[nH]nc(-c2ccncc2)n1Cc1ccco1
10) Cc1nc2c(c(-c3ccccc3)c1C#N)C(=O)c1ccccc1-2
11) CCSc1nnc(-c2cccc(S(=O)(=O)N(C)C)c2)n1-c1cc(OC)ccc1OC
12) O=C1NC2=C(CCc3ccccc32)C(c2ccc(Br)cc2)N1 (configuration not stated)
13) O=C1NC(NS(=O)(=O)c2ccccc2)(C(F)(F)F)C(=O)N1Cc1cccnc1 (configuration not stated)
14) COC(=O)CSc1nnc(CNC(=O)c2cccs2)n1-c1cccc(C)c1
15) O=C(COC(=O)c1cccs1)NCC1CCCO1 (configuration not stated)
16) CCCCOc1ccc(C(=O)Nc2cc(C)c(OCC(=O)N3CCOCC3)c(C)c2)cc1

compound no.,9,10,11,12,13,14,15,16
HUVEC tox IL1B,-7,-17,26,-1,-41,-1,26,-19
ERa coact inh,-12,2,-8,-1,1,3[fluorescence artefact?],5,7[fluorescence artefact?]
Pyk2 oligo antag,0.11,-0.9,-0.6,-0.92,-0.82,1.1,-0.72,-0.83
VCAM1 TNFa inh,11,-3,-19,2,21,6,8,-2
HUVEC tox TNFa,-23,2,1,-2,2,-18,4,-21
FAK inh,0,-5,6,0,-4,0,5,-2
PTPN22 act,3,20,-4,25,3,-8,2,0
cytoskel mod,7,-1,-33,-6,-15,10,-12,8
LYP inh 2,-2,-17,7,-25,-2,7,-6,-2

17) COc1cccc(NC(=O)CSc2nnnn2C(C)C)c1
18) Fc1ccccc1N1CCN(C(c2cccs2)c2nnnn2CCc2ccccc2)CC1 (configuration not stated)
19) CSCCC(NC(=O)c1cc(CC(C)C)oc1C)C(=O)O (configuration not stated)
20) CCn1c(SCC(=O)OCC(=O)N2c3ccccc3NC(=O)C2(C)C)nnc1-c1ccco1
21) CN(C)CCCn1c(NCc2ccc3c(c2)OCO3)nc2ccccc21
22) CCc1ccc(C=NC23CN4CN(CN(C4)C2)C3)s1
23) CCOC(=O)Cn1nnnc1C(C(C)C)N(Cc1cccs1)Cc1cc2cc(C)ccc2[nH]c1=O (configuration not stated)
24) Cn1c(/N=C/c2ccc3c(c2)OCO3)nc2ccccc21
25) Cc1ccc(-c2cc3ccccc3nc2N2CCCC2)cc1

compound no.,17,18,19,20,21,22,23,24,25
HUVEC tox IL1B,4,14,-18,-6,-4,0,-14,21,1
ERa coact inh,-3,-5,-7,0[fluorescence artefact?],3[fluorescence artefact?],2,1,-5,·
Pyk2 oligo antag,-0.33,-2,-0.13,-0.64,0.47,0.53,1.1,0.26,-0.91
VCAM1 TNFa inh,-7,-21,-15,12,17,17,-17,-2,8
HUVEC tox TNFa,-6,-17,-21,-50,19,-6,17,-45,-26
FAK inh,2,5,-1,-2,1,-3,0,1,2
PTPN22 act,14,-4,-3,-5,-6,1,-10,-2,0
cytoskel mod,-15,12,-16,14,0,13,·,-16,35
LYP inh 2,-16,2,2,4,3,2,11,3,3
